Assay outcomes (PubChem BioAssay)
AID inhibitor: Primary qHTS assay for inhibitors of Activation Induced Cytidine Deaminase (AID): AID signal; Single-stranded DNA cytosine deaminase (Homo sapiens), Q9GZX7; AID deamination FRET fluorescence, UDG-coupled, 4 h; Potency, µM (top dose mostly 115 µM), for the others: top-dose activity change, negative = inhibition, actives largely listed as inhibitors; hit rate 0.32% among 91,000; also: nearly all actives have a fitted effect of over 25% in size
Target sequence (Q9GZX7 whole entry, looked up): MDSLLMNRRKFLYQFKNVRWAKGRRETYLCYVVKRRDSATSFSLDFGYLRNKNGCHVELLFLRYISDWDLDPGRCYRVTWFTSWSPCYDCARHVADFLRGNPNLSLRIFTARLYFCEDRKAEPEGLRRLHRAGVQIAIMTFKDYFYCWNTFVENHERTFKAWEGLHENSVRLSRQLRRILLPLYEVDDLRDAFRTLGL
UDG counter: Primary qHTS assay for inhibitors of Activation Induced Cytidine Deaminase (AID): UDG Counterscreen signal; AID 1347430, 2020; FRET deamination/UDG coupled assay, UDG read, 4 h; Uracil-DNA glycosylase; Potency, µM (titrated, usually from 115 µM), inactives show top-dose activity change, negative = inhibition, hits mostly inhibitors; hit rate 0.14% among 91,000; also: nearly all actives have a fitted effect of over 65% in size
An asterisk follows results filed as active; ? = inconclusive; [ ] = remark or other dose. Calls follow the shape of the dose curve; as a rule, active = well fitted curve in the direction sought with a large enough effect; inconclusive = small, poorly fitted or top-dose-only effect, or another doubt; inactive = no such curve, though single readings can be large; an effect the other way counts as inactive or inconclusive. % is scaled to controls: 0 for no effect and ±100 for the full control effect; potency is read from the fitted curve at half-maximal effect. The list is partial (hit frequency here may not be typical).

SMILES	AID inhibitor	UDG counter
Cc1nn2c(C(F)(F)F)cc(-c3ccc(OC(C)C)cc3)nc2c1C#N	-1%	-4%
O=C(OCc1cc(=O)n2nc(C3CC3)sc2n1)c1ccc(F)cc1	30%[activator]	4%
CCOc1ccc(NC(=O)Cn2c(CCC(=O)O)ccc2-c2ccc(Cl)cc2)cc1	-11%	3%
Clc1ccc(Nc2nc(NC3CCCCCC3)nc3c2cnn3-c2ccccc2)cc1	-12%	-10%
N#Cc1cccc2[nH]ccc12	6%	-4%
CNC(=O)CNC(=O)c1ccc(Br)cc1	0%	6%
COCCn1c(SCC(=O)c2ccc(Br)s2)nnc1-c1ccc(Cl)cc1	-6%	-12%
O=c1c(N2CCc3ccccc3C2)csc2ccc(Cl)cc12	-5%	-4%
CCOc1cc(C(=O)Nc2ccc3oc(-c4ccc(F)cc4Cl)nc3c2)cc(OCC)c1OCC	?	-1%
COC(=O)c1ccc(NC(=O)CCS(=O)(=O)c2ccc(Br)cc2)cc1	-9%	-8%
Cc1ccc(C(=O)c2ccccc2C(=O)OCc2ccc(Cl)cc2Cl)cc1	-9%	-6%
CC1(c2ccc(C#N)cc2)NC(=O)N(Cc2coc(-c3cccs3)n2)C1=O (stereo not given)	-2%	-4%
COc1ccc2nc3sc(C(=O)Nc4cc(Cl)c(OC)cc4OC)cc3cc2c1	-19%	-2%
CC(C)c1ccc(OCC(O)CN2CCN(c3ccc(F)cc3)CC2)cc1 (stereo not given)	10%	-9%
CS(=O)(=O)N(CCCC(=O)Nc1ccc2c(c1)OCCO2)c1ccc(Cl)cc1	-6%	-2%
Cc1ccc2c(c1)C(c1ccc(F)cc1)N(C(=O)c1cccc(C(F)(F)F)c1)CC(=O)N2 (stereo not given)	-28%	-10%
Cn1c(SCC(=O)NC2CCCCC2)nnc1-c1ccc(F)cc1	-6%	20%
O=c1oc(-c2ccccc2Cl)nc2ccc(Br)cc12	0%	5%
CCOc1ccccc1C1Nc2ccccc2-c2nnc(SCc3ccccc3)nc2O1 (stereo not given)	-15%	?
CC1(C)CC(=O)C/C(=N/NC(=O)c2ccccc2)C1	1%	-8%
CC(=O)c1cccc(NC(=O)CN(CCc2ccccc2)S(C)(=O)=O)c1	-1%	4%
COc1ccccc1NC(=O)N1CCN(c2ccc3nnc(-c4ccc(F)cc4)n3n2)CC1	23%	10%
CC(O)c1ccc(-c2ccc(CNCc3cccnc3)o2)cc1 (stereo not given)	1%	-7%
CN(C(=O)CSc1nc2ccc(NC(=O)c3ccccc3)cc2s1)c1ccccc1	-11%	-8%
O=C(Nc1ccc(Cl)cc1F)c1oc(=O)c2ccccc2c1-c1ccccc1	4%	-6%

Continuation:
SMILES	AID inhibitor	UDG counter
COc1ccccc1N1CCN(S(=O)(=O)c2c(C)nc3sc(C)c(C)n3c2=O)CC1	-26%	?
O=C(Nc1cccc(Cl)c1)N1CCSc2ncccc21	3%	12%
Cc1c(C)n(Cc2ccc(Cl)cc2)c2ccc(C(=O)N3CCN(c4ccccc4F)CC3)cc12	-18%	29%
c1coc(-c2ccn[nH]2)c1	22%	3%
Cc1ccc(CCNC(=O)c2noc(C)c2Cn2nc(C)cc2C)cc1	-1%	3%
COc1ccc(NC(=O)Cn2cc(C(=O)C3CC3)c3ccccc32)cc1	8%	7%
CCSc1nc(-c2ccccc2OC)nc2c1Cc1c(CO)cnc(C)c1O2	-8%	2%
O=C(Nc1ccc(Cn2cncn2)cc1)c1csc(NC2CC2)n1	6%	-1%
Cc1ccsc1CN(C(=O)c1oc2ccccc2c1C)C1CCS(=O)(=O)C1 (stereo not given)	?	-16%
Clc1cccc(C=Nc2cccc3c(N=Cc4cccc(Cl)c4)cccc23)c1	20%	-9%
Cc1cccc(CC(=O)NCCc2sc3nc(-c4ccc(F)cc4)nn3c2C)c1	-13%	-5%
Nc1nccnc1C(=O)NCc1ccc2c(c1)OCCO2	-5%	0%
O=C(CC1N=C2c3ccccc3N=C(SCc3ccccc3Cl)N2C1=O)NC1CCCCC1 (stereo not given)	2%	89µM*
CC(C)c1ccc(N(CC(=O)O)S(=O)(=O)c2ccc3[nH]c(=O)c(=O)[nH]c3c2)cc1	1%	0%[57.5 µM]
CC(C)C(NC(=O)c1ccc(C(C)(C)C)cc1)C(=O)OCC(=O)N1CCCC1 (stereo not given)	-4%	-3%
COc1cc(NC(=O)NCC2CCN(Cc3ccc(C)cc3)CC2)cc(OC)c1OC	3%	-10%
COc1ccc(CNC(=O)CCCCCn2c(=O)[nH]c3ccccc3c2=O)cc1	10%	36%[activator]
CCc1ccc(NC(=O)Cn2c(=O)nc(-c3ccccc3F)c3cc(Cl)ccc32)cc1	9%	-2%
O=C(Nc1cccc2ncccc12)c1ccc([N+](=O)[O-])cc1	22%	1%
COc1ccc(N2CC(C(=O)NCCNC(=O)c3c[nH]c4ccccc34)CC2=O)cc1 (stereo not given)	-1%	6%
CC(=O)N1CCc2cc(S(=O)(=O)NC(Cc3ccccc3)C(=O)Nc3ccc(Cl)cc3)ccc21 (stereo not given)	1%	5%
COc1ccc(Cn2c(CNC(=O)Cc3cccc([N+](=O)[O-])c3)nc3cccnc32)cc1	6%	5%
CCCCCN1C(C(=O)c2ccccc2)=C(NC(C)=O)c2ccccc2S1(=O)=O	?	-19%[57.5 µM]
Cc1ccc(-n2ncc3c(NC(C)c4ccccc4)ncnc32)cc1 (stereo not given)	?	?
N#Cc1ccccc1CNc1ccccc1Cl	-7%	-1%

(next part)
SMILES	AID inhibitor	UDG counter
CCN(CC(=O)NC1CCS(=O)(=O)C1)C(=O)c1cc(-c2ccc(C)cc2)nc2ccccc12 (stereo not given)	-3%	-11%
CCn1c(=O)sc2cc(NS(=O)(=O)c3ccc(F)c(C)c3)ccc21	12%	5%
Cc1ccc(Nc2nc(C)cc(C)n2)c(C(=O)O)c1	-2%	-18%
COCc1ccc(C(=O)NC(C)c2ccc(F)cc2)cc1 (stereo not given)	5%	4%
CC(C)NC(=O)C1CCC(Cn2c(=O)c3sccc3n(CC(=O)Nc3ccccc3)c2=O)CC1 (stereo not given)	25%	13%
c1ccc(CSc2nc3ncccc3[nH]2)cc1	11%	-3%[57.5 µM]
COc1ccc(-c2noc(-c3nnn(-c4cc(C)ccc4C)c3N)n2)cc1	3%	3%
CCOc1ccccc1NC(=O)CCn1nc(C)c(S(=O)(=O)N2CCCCC2)c1C	-15%	2%
Cc1cc(C(F)(F)F)nc(SC(C(=O)O)c2ccccc2)n1 (stereo not given)	6%	2%
CCOC(=O)c1c(NC(=O)COc2ccc(Cl)cc2Cl)sc2c1CCCCC2	12%	-4%
CCCC(=O)Nc1nnc(S(=O)(=O)N(C)c2ccccc2)s1	10%	3%[57.5 µM]
CS(=O)(=O)N1CCc2cc(C(=O)NCc3ccccc3)ccc21	-6%	6%
O=C1CN(c2nc(-c3ccsc3)nc3ccccc23)CCN1	0%	-3%
CN(C)C(=S)N(C)C	4%	5%
CCc1ccc2c(COC(=O)c3n[nH]c4ccccc34)cc(=O)oc2c1	-19%	-8%
O=C(Cn1c(=O)c2cccn2c2ccccc21)NCc1ccccc1F	8%	-2%
COc1ccccc1CNC(=O)CCCn1c(=O)c2ccccc2n(CC(=O)Nc2c(C)cc(C)cc2C)c1=O	-5%	-15%
Cc1oc2ccc(O)c(CN3CCCC(C)C3)c2c1C(=O)Nc1ccccc1 (stereo not given)	13%	12%
O=c1c(-c2ccccc2)nnc2sc(-c3ccc(Cl)cc3)nn12	3%	12%
CN1CCN(CCCc2ccccc2)CC1	-7%	-7%
CCC(C)NC(=O)c1ccc2nc(CCc3ccccc3)oc2c1 (stereo not given)	0%	6%
COc1cccc(-c2cc(C(=O)NCCc3ccc(C)cc3)[nH]n2)c1	-1%	15%
CC(C)(C)c1ccc(S(=O)(=O)c2cn(CC(=O)Nc3ccccc3)c3ccccc3c2=O)cc1	-9%	-1%
CC(C)CC(NS(C)(=O)=O)C(=O)O (stereo not given)	4%	6%
Cc1ccccc1CN1C(=O)c2ccccc2S(=O)c2ccc(C(=O)NCc3ccccc3)cc21 (stereo not given)	?	-4%

Among those listed so far, these contain bromine.
SMILES	AID inhibitor	UDG counter
CNC(=O)CNC(=O)c1ccc(Br)cc1	0%	6%
COCCn1c(SCC(=O)c2ccc(Br)s2)nnc1-c1ccc(Cl)cc1	-6%	-12%
COC(=O)c1ccc(NC(=O)CCS(=O)(=O)c2ccc(Br)cc2)cc1	-9%	-8%
O=c1oc(-c2ccccc2Cl)nc2ccc(Br)cc12	0%	5%

(next part)
SMILES	AID inhibitor	UDG counter
COCCCNC(=O)c1cc(=O)[nH]c2ccccc12	4%	10%
Fc1cccc(-c2nc3cc(Cl)ccc3o2)c1	0%	-8%
CCOc1ccccc1NC(=O)c1ncoc1-c1ccc(OC)c(OC)c1	1%	-3%
Cc1ccc2nc(COc3ccccc3NC(=O)Nc3ccc(F)c(Cl)c3)cc(=O)n2c1	2%	?
CNC(=O)C1CCCCN1C(=O)Cc1nc(-c2cccs2)oc1C (stereo not given)	9%	3%
O=c1cc(-c2ccccc2)c2ccc3c(c2o1)CN(Cc1cccc(Cl)c1)CO3	9%	9%
Cc1cccc(NCc2nc3ccccc3n2CCOc2ccccc2C)c1	4%	2%
CCOc1ccc(NC(=O)c2sc3nc4n(c(=O)c3c2C)CCC4)cc1	13%	0%
CS(=O)(=O)c1ncc(Cl)c(C(=O)N2CCN(c3cccc(Cl)c3)CC2)n1	-7%	-3%
COc1ccccc1N1C(=O)NC(NC(=O)c2cccc(Cl)c2)(C(F)(F)F)C1=O (stereo not given)	3%	-4%
CC(=O)N1CCc2c(sc3c2c(=O)n(Cc2ccccc2)c(=O)n3Cc2ccc(C)cc2)C1	2%	-7%
CC(C)c1ccc(NC(=O)CSC2=Nc3ccccc3C3=NC(CC(=O)NCc4cccs4)C(=O)N23)cc1 (stereo not given)	3%	?
N#CC1=C(N)OC(c2ccccc2)=C(C(=O)c2ccccc2)C1c1ccccc1 (stereo not given)	-6%	1%
Cc1cc(C)cc(NC(=O)CSc2nc(=O)n(Cc3ccccn3)c3c2CCC3)c1	?	?
Cc1cc(=O)[nH]c2nnc(SCc3ccc(F)cc3)n12	10%	5%
COc1ccc(CNC(=O)c2sc3nc4n(c(=O)c3c2C)CCCCC4)cc1	-20%	-2%
CCc1nnc2c(Nc3cc(OC)c(Cl)cc3OC)nc3ccccc3n12	32%	17%
CCOC(=O)c1ccc(NC(=O)Cn2cc(S(=O)(=O)Cc3ccccc3F)c3ccccc32)cc1	84%[activator]	12%
CC(C)CCOc1ccc(/C=C/c2nc3ccccc3s2)cc1	-4%	-4%
CCCCN(CC)CCCNC(=O)c1nn(-c2ccc(OC)cc2)c(=O)c2c1c1ccccc1n2C	8%	-28%
COc1cccc(CNC(=O)c2cc(-c3ccc(Cl)cc3)n[nH]2)c1	-19%	7%
Cc1c(-c2ccccc2)oc2c(C(=O)NC3CC3)cccc2c1=O	5%	1%
CCOc1cc(C#N)c(-n2nnc3c(sc4nc(C)cc(C)c43)c2=O)cc1OCC	6%	10%
Cc1oc2ccc(O)c(CN3CCN(C)CC3)c2c1C(=O)Nc1cccc(Cl)c1C	6%	0%
CCOC(=O)c1cnc(NCc2ccc(OC)cc2OC)c2ccccc12	?	-10%

Quoted from the listing:
COC(=O)c1ccc(NC(=O)CCS(=O)(=O)c2ccc(Br)cc2)cc1 @ UDG counter: -8%
CCOc1ccccc1NC(=O)CCn1nc(C)c(S(=O)(=O)N2CCCCC2)c1C @ AID inhibitor: -15%
CCCC(=O)Nc1nnc(S(=O)(=O)N(C)c2ccccc2)s1 @ AID inhibitor: 10%
COCCn1c(SCC(=O)c2ccc(Br)s2)nnc1-c1ccc(Cl)cc1 @ AID inhibitor: -6%

(more compounds)
SMILES	AID inhibitor	UDG counter
Cc1ccsc1CN(C(=O)c1ccc(Br)cc1)C1CCS(=O)(=O)C1 (stereo not given)	-10%	-6%
Cc1ccc(Oc2ncnc3c2cnn3-c2ccccc2)cc1	-13%	-15%
CCOc1ccc(-c2cc(NC(=O)c3c(F)cccc3F)c(C(=O)OC)s2)cc1	44%[activator]	0%
CC(=O)Nc1ccc(NCc2c(C#N)c3ccccc3n2C)cc1	2%	-2%
Cc1ccc(NC(=O)CCS(=O)(=O)c2ccc3nc(C)sc3c2)cc1	-7%	-8%
O=C(CSCc1ccccc1)NCC1CCCO1 (stereo not given)	1%	5%
Cc1ccc(-n2nc(C)c3c(C)c(CCC(=O)NC(C)c4ccccc4)c(C)nc32)cc1 (stereo not given)	?	-10%
Cc1csc2nc(COC(=O)c3ccccc3NC(=O)c3ccc(C(C)(C)C)cc3)cc(=O)n12	-8%	-8%
O=C(Nc1cccc(-c2nnnn2C2CC2)c1)c1c2c(nc3ccccc13)CCC2	3%	7%
COc1ccc(Cn2c(SCc3ccc(C(=O)NCc4cccs4)cc3)nc3cccnc32)cc1	-21%	-14%
O=C(Nc1nn[nH]n1)c1cc(-c2ccccc2)nc2ccccc12	3%	6%
Cc1cccc(N2C(=O)CS(=O)(=O)C23C(=O)N(Cc2c(F)cccc2Cl)c2ccccc23)c1 (stereo not given)	11%	1%
CCC(=O)N1CCc2cc(CNS(=O)(=O)c3cc(OC)ccc3OC)ccc21	7%	-13%
CCc1nn(CC(=O)NCCc2ccc(OC)cc2OC)c(=O)c2cc3c(OC)cccc3n12	10%	14%
Cc1ccccc1CSc1nnc(-c2c[nH]c3ccccc23)o1	-5%	-7%

Structures listed so far that contain a nitro group on carbon:
SMILES	AID inhibitor	UDG counter
O=C(Nc1cccc2ncccc12)c1ccc([N+](=O)[O-])cc1	22%	1%
COc1ccc(Cn2c(CNC(=O)Cc3cccc([N+](=O)[O-])c3)nc3cccnc32)cc1	6%	5%
